# Source: PubChem
# Nrf2 block = Nrf2 pathway inhibition | A549 ARE-Fluc reporter, luciferase luminescence, 18-24 h | Potency, µM (titrated, usually from 46 µM), for inactives: top-dose activity change, negative = inhibition, usual class: inhibitors | 2.1% of 360,000 active | AID 504444; also: potency is read from the fitted curve at half-maximal effect; % is scaled to controls: 0 for no effect and ±100 for the full control effect; nearly all actives have a fitted effect of over 60% in size
#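 Reporter: ARE-Fluc in A549. Exposure: 18-24 h, 37 °C, 5% CO2, 5% FBS OPTI-MEM. Readouts: fluorescent cytotoxicity (CellTiter-Fluor), then luminescent Nrf2 signal after BugLite.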
# TGFb inhibitor = TGF-b pathway inhibition; 1.2% of 410,000 active; Potency, µM (top dose mostly 46.1 µM), without a hit: top-dose activity, negative = inhibition, most hits filed as inhibitors; AID 588855; HepG2 CAGA-GFP TGF-b/SMAD3 reporter, GFP fluorescence, 18 h; TGF-beta stimulated, 500 pg/mL final; also: potency is read from the fitted curve at half-maximal effect; % is scaled to controls: 0 for no effect and ±100 for the full control effect; nearly all actives have a fitted effect of over 65% in size
#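 Inhibition was scored as loss of TGF-beta-induced (500 pg/mL final, 18 hours, 37 degrees C) GFP in HEPG2 cells carrying a CAGA-GFP reporter, in DMEM with 1% FBS. Well GFP was summed per cell; Activity was normalised to unstimulated and stimulated DMSO wells, then concentration-response fitting.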
# MmCpn inh = inhibitors of Methanococcus maripaludis chaperonin (MmCpn). Potency, µM (titrated, usually from 76.9 µM), inactives show at the highest dose activity, negative = inhibition, most hits filed as inhibitors. 0.031% of 330,000 active. purified Mm-Cpn ATPase, ADP Transcreener TR-FRET; also: potency is read from the fitted curve at half-maximal effect; % is scaled to controls: 0 for no effect and ±100 for the full control effect; nearly all actives have a fitted effect of over 80% in size
#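 Reaction buffer contained 30 mM Tris pH 7.4, 100 mM KCl, 5 mM MgCl2 and 1 mM DTT. Mm-CPN (25 nM final) hydrolysed 10 uM ATP over 30 min at 37°C; ADP was read by HTRF.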
# Akt phos inh = inhibitors of Akt phosphorylation | Neuro2A IGF-stimulated pAkt S473 HTRF, 20 min; active compounds read low | activity change, % for hits at 50 µM | 0.32% of 360,000 active; in the data active = activity change below about -80%; inconclusive = mostly about -51% to -80%; also: % is scaled to controls: 0 for no effect and ±100 for the full control effect
#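 Single-point screen (50 µM final compound) in Neuro2A cells stimulated 20 min with 6 nM IGF at 37 deg C. After lysis, Ser473-phosphorylated Akt read by HTRF (ex 330 nm, em 615/665 nm) as the 665/615 ratio.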
# Nrf2 activator = activators of Nrf2 (ARE) signaling | Potency, µM (series often up to 46.1 µM), for inactives: top-dose activation, actives largely listed as activators | 0.31% of 410,000 active | AREc32 ARE-luciferase reporter (MCF7-derived line), luminescence, 24 h; also: potency is read from the fitted curve at half-maximal effect; % of control where 0% means no effect; nearly all actives have a fitted effect of over 65% in size
#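 Steps: seed AREc32_Fluc cells (1000/well, 5% FBS OPTI-MEM); incubate overnight at 37 deg C; add 23 nL compound; incubate 24 hr; add Steady-Glo; hold 30 min RT; read luminescence.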
# HepG2 viability = counter-screen for TGF-b inhibitors: cytotoxicity in HepG2 cells; HepG2 CAGA-GFP viability, ATP luminescence, 18 h; Potency, µM (top dose mostly 46.1 µM), for inactives: at the highest dose activity change, negative = cytotoxicity, usual class: cytotoxic; 0.76% of 410,000 active; also: potency is read from the fitted curve at half-maximal effect; some results filed as inactive show a strong effect at the top dose
#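 CellTiter-Glo luminescence gave cytotoxicity after 18 hours at 37 degrees C. The cells were HepG2 CAGA-GFP in 1% FBS DMEM, stimulated with 500 pg/mL TGF-beta after compound addition. %Activity was normalised to no-cell wells (complete cell-killing) and DMSO (no toxicity), and curves were fitted and classified.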
# CCT chaperon mod = cytosolic chaperonin activity modulation. purified chaperonin ATPase assay, HTRF ADP detection, 30 min. activity change, % (concentration not given with the values), hits read low. 0.3% of 360,000 active; in the data active = activity change below about -30%; also: % is scaled to controls: 0 for no effect and ±100 for the full control effect
#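 We incubate TRiC, 40 or 20 nM final, with library compounds at 76 uM and 10 uM ATP for 30 min at 37 °C. ADP formed is detected with Transcreener HTRF reagents after 30 min at room temperature.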
# ATXN viability = cell viability loss in ATXN counter-screen | S2 cells (HEK-293 line with an ATXN2-luciferase reporter) viability, CellTiter-Fluor protease fluorescence, 24 h | Potency, µM (top dose mostly 56.7 µM), hits mostly cytotoxic | 0.49% of 400,000 active | AID 651635; also: potency is read from the fitted curve at half-maximal effect; nearly all actives have a fitted effect of over 40% in size
# A549 tox = kills or reduces viability of A549 cells in Nrf2 counter-screen; A549 ARE-Fluc cells, CellTiter-Fluor viability, 18-24 h; Potency, µM (top dose mostly 46 µM), for inactives: top-dose activity change, negative = cytotoxicity, usual class: inhibitors; 0.16% of 390,000 active; AID 504648; also: potency is read from the fitted curve at half-maximal effect; % is scaled to controls: 0 for no effect and ±100 for the full control effect
#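 Cytotoxicity counterscreen: CellTiter-Fluor fluorescence was measured in A549 ARE_Fluc cells after 18-24 h of compound exposure in a concentration series. The subsequent BugLite luminescent read reports ARE-luciferase activity.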
# Numbers without * were called inactive; i = inactive; u = inconclusive; x = not tested or not shown; [ ] = dose if it differs, or a comment. Unless noted, calls follow the shape of the dose curve; as a rule, active = well fitted curve in the direction sought with a large enough effect; inconclusive = small, poorly fitted or top-dose-only effect, or another doubt; inactive = no such curve, though single readings can be large; an effect the other way counts as inactive or inconclusive.
# The opening three entries, ahead of the listing:
SMILES,Nrf2 block,TGFb inhibitor,MmCpn inh,Akt phos inh,Nrf2 activator,HepG2 viability,CCT chaperon mod,ATXN viability,A549 tox
COc1cc2ccccc2cc1C(=O)OCC(=O)N(CC(C)C)c1c(N)n(Cc2ccccc2)c(=O)[nH]c1=O,-13.0%,u,-5.9%,i,0.2%,-22.3%,1.4,i,-6.2%
CC1Cc2cc(/C(O)=C3\C(=O)C(=O)N(CCN4CCOCC4)C3c3ccccc3F)ccc2O1 (stereo unspecified),x,-1.1%,-0.9%,u,0.7%,-25.0%,-1.7,i,-1.4%
O=C(COC(=O)[C@@H]1CC(O)CN1S(=O)(=O)c1ccccc1[N+](=O)[O-])c1ccccc1 (stereo partly specified),29.5%,-22.7%,-0.8%,i,3.3%,-7.7%,3.8,i,0.6%

# The list itself, repeating the preview:
SMILES,Nrf2 block,TGFb inhibitor,MmCpn inh,Akt phos inh,Nrf2 activator,HepG2 viability,CCT chaperon mod,ATXN viability,A549 tox
COc1cc2ccccc2cc1C(=O)OCC(=O)N(CC(C)C)c1c(N)n(Cc2ccccc2)c(=O)[nH]c1=O,-13.0%,u,-5.9%,i,0.2%,-22.3%,1.4,i,-6.2%
CC1Cc2cc(/C(O)=C3\C(=O)C(=O)N(CCN4CCOCC4)C3c3ccccc3F)ccc2O1 (stereo unspecified),x,-1.1%,-0.9%,u,0.7%,-25.0%,-1.7,i,-1.4%
O=C(COC(=O)[C@@H]1CC(O)CN1S(=O)(=O)c1ccccc1[N+](=O)[O-])c1ccccc1 (stereo partly specified),29.5%,-22.7%,-0.8%,i,3.3%,-7.7%,3.8,i,0.6%
Cc1cc(C)c2cc(CN(Cc3ccc4c(c3)OCO4)Cc3nnnn3Cc3ccco3)c(=O)[nH]c2c1,u,-0.4%,-19.1%,i,5.4%,-27.6%,2.1,i,-17.3%
[O-]/[N+](=C/c1ccc(F)cc1)c1ccc(Cl)cc1,u,-13.0%,1.8%,i,12.1%,-18.7%,0.3,i,-5.4%
Cc1cc(Cl)c2oc(C(=O)N3CCN(c4ccncc4)CC3)c(C)c2c1,u,u,x,i,-0.3%,-51.7%,-2.7,u,u
COC(=O)c1c(C(=O)OC)n(CCCN)c2ccc(C)cc12,u,-9.2%,2.2%,x,-0.1%,-28.8%,0.0,i,0.9%
CNC(=O)c1c(NC(=O)C2=COCCO2)sc2c1CCN(C(=O)OC)C2,-10.8%,-6.0%,1.0%,i,0.6%,4.8%,0.5,i,-3.4%
CC(C)(C)NC(=O)C(c1ccc(O)cc1)N(Cc1ccco1)C(=O)Cn1nnc(-c2cccs2)n1 (stereo unspecified),9.9%,-11.8%,0.6%,i,-0.7%,-23.9%,1.2,i,-1.6%
CCOc1ccc(N(C(=O)c2cnsn2)C(C(=O)NC2CCCCC2)c2ccncc2)cc1 (stereo unspecified),7.7%,-6.9%,-2.1%,i,10.8%,-5.7%,-3.7,i,-1.7%
O=C(Nc1cccc(-c2cscn2)c1)C1CCN(Cc2ccccn2)CC1,4.7%,-4.7%,-4.5%,i,1.2%,-6.5%,-0.9,i,1.8%
CCOC(=O)/C(=N/Nc1ccccc1)Sc1nnnn1-c1ccc(C)cc1,u,-7.5%,0.1%,i,0.2%,-8.3%,-5.0,i,4.3%
CC1(C(=O)NS(=O)(=O)c2cccc(OC(F)F)c2)CCN1C(=O)CC(c1ccccc1)c1ccccc1 (stereo unspecified),x,-6.2%,x,i,0.3%,-0.7%,0.2,i,x
COc1cccc(/C=C/C(=O)NCc2cn3cc(Cl)ccc3n2)c1OC,-4.5%,-1.8%,-5.0%,i,6.3%,0.6%,0.9,i,0.7%
CC1(C(=O)Nc2ccc3ccccc3c2)CCC(=O)N1CCOc1ccccc1 (stereo unspecified),x,-14.9%,x,i,4.2%,-5.6%,0.1,u,x
Cc1cc(C(=O)N2CCC2(C)C(=O)Nc2ccc3[nH]ncc3c2)nn1C (stereo unspecified),x,-8.9%,x,i,-0.7%,-14.4%,-0.2,i,x
CC(C)Oc1ccc(F)cc1-c1cc(C(=O)N2CCc3ccccc3C2)[nH]n1,x,14.1µM*,x,i,3.4%,-33.0%,-1.3,u,x
Cc1cc(-c2n[nH]c(=S)n2/N=C/c2cc([N+](=O)[O-])ccc2Cl)n[nH]1,-5.8%,11.9%,0.3%,i,11.1%,2.2%,-1.3,i,8.4%
O=C(COC(=O)CCN1C(=O)C2CC=CCC2C1=O)Nc1ccc(Cl)cc1F (stereo unspecified),11.5%,-1.4%,1.2%,i,0.4%,5.3%,0.9,i,-1.5%
CCOC(=O)C(C)c1c(C)[nH]c(=S)[nH]c1=O (stereo unspecified),2.0%,-28.7%,0.5%,i,-0.2%,-0.7%,-0.7,i,5.4%
CS(=O)(=O)OCCCCOS(C)(=O)=O,-28.2%,-8.5%,x,i,0.1%,-3.4%,-1.3,i,-2.3%
O=C(O)c1ccccc1-c1ccccc1C(=O)NNc1ccccc1,-5.7%,-18.1%,-1.3%,i,-0.5%,-12.9%,-4.3,i,-4.0%
CCOc1cc(CN2CCC(N3CCC(C(=O)NC4CC4)CC3)CC2)ccc1O,x,-8.1%,x,i,-1.0%,3.9%,1.2,u,x
Cc1cccc(-c2nc(SCC(=O)NCC3CCCO3)c3c(=O)n(C)c(=O)n(C)c3n2)c1 (stereo unspecified),x,2.1%,x,x,-0.8%,-3.9%,x,i,5.3%
O=[N+]([O-])c1ccc(NCc2ccccn2)nc1,u,11.9%,1.8%,i,0.3%,1.3%,2.4,u,0.5%

# Later entries
SMILES,Nrf2 block,TGFb inhibitor,MmCpn inh,Akt phos inh,Nrf2 activator,HepG2 viability,CCT chaperon mod,ATXN viability,A549 tox
COc1ccc(NC(=O)NCCc2c[nH]c3ccccc23)c(OC)c1,2.9%,0.5%,0.0%,i,-0.1%,0.2%,0.8,i,-1.1%
O=C(Cn1cnc2ccccc2c1=O)c1ccc(OC(F)F)cc1,u,0.5%,u,i,1.8%,0.7%,-0.4,i,-0.2%
Cc1ccc(S(=O)(=O)Nc2cccc3c2CCCC3)cc1,-15.3%,-2.3%,0.7%,i,3.7%[9.22 µM],13.6%,-1.0,i,18.8%
NC(=O)CSc1nc2c(oc3ccccc32)c(=O)n1Cc1ccccc1,u,-12.3%,x,x,0.4%,2.3%,x,u,-4.9%
OCC1CCCN(c2nc(CN3CCCCC3)nc3scc(-c4ccccc4)c23)C1 (stereo unspecified),0.4%,-11.4%,-2.6%,i,0.1%,-34.1%,-0.8,i,-23.4%
CN1CCN(c2ccc(NC(=O)c3ccc(-c4ccccc4F)o3)cc2)CC1,u,-20.9%,-0.9%,i,12.4%,-41.5%,-0.4,u,9.6%
Cc1ccc(-n2cnnn2)c(S(=O)(=O)N2CCOCC2)c1,-7.9%,-7.9%,-0.6%,i,0.2%,-6.3%,-0.3,i,-2.7%
O=C(Nc1nnc(SCC(=O)N2CCOCC2)s1)C1CC(=O)N(c2ccc(F)cc2)C1 (stereo unspecified),u,2.4%,-5.2%,i,-0.4%,-3.4%,-1.2,u,2.3%
COC(=O)CSc1nnc(-c2ccccn2)n1Cc1ccco1,-3.4%,-3.6%,-4.8%,i,-0.4%,-2.3%,-0.5,i,0.9%
COc1ccccc1Nc1nc(N(C)c2ccccc2)nc(N)c1[N+](=O)[O-],1.7%,3.0%,0.5%,i,-0.9%,8.4%,-2.7,i,-1.7%
Cc1cccnc1NC(=O)CNC(=O)c1ccccc1,1.7%,1.9%,-4.0%,i,0.4%,6.8%,0.7,i,5.3%
CC12CC3CC(C)(C1)CC(C(=O)N1CCN(C(=O)C4CCCO4)CC1)(C3)C2 (stereo unspecified),1.1%,u,-1.4%,i,0.0%,-21.0%,1.7,i,0.1%
Cc1cc(NC(=O)C2CCC2)n(-c2ccccn2)n1,14.5%,14.2%,-2.7%,i,0.5%,-17.0%,0.5,i,-4.0%
O=C(CN(c1ccc2c(c1)OCCO2)S(=O)(=O)c1ccccc1)NCc1ccco1,-18.5%,17.1%,1.2%,i,2.5%,-40.8%,-3.7,i,3.4%
COc1ccc2c(c1)C(CC(C)=O)N(c1ccc(-c3cnc(OC)nc3)cc1)C(c1ccsc1)=C2 (stereo unspecified),x,x,x,i,0.4%,x,1.3,i,x
O=C(COC(=O)/C=C/c1ccccc1)Nc1cc(C(F)(F)F)ccc1N1CCOCC1,18.4%,-1.3%,0.5%,i,-1.0%,11.7%,0.0,i,-1.0%
CCOC(=O)c1ccc(-n2cnc(-c3ccc([N+](=O)[O-])cc3)c2)cc1,x,-20.1%,x,i,-1.2%,2.1%,-3.7,u,x
CCCOc1ccc(-c2cccc(NS(=O)(=O)c3cc(OC)ccc3OC)c2)nn1,x,-11.4%,x,x,0.3%,-14.1%,x,i,2.9%
O=[N+]([O-])c1ccccc1S(=O)(=O)c1ccccc1[N+](=O)[O-],-1.4%,u,-2.0%,i,15.5%,-10.5%,-0.8,i,1.8%
CCNC(=O)CC1SC(=Nc2ccc(C)c([N+](=O)[O-])c2)N(C)C1=O (stereo unspecified),-0.4%,27.4%,x,i,-0.9%,40.0%,-1.5,i,0.4%
Cc1ccc(-n2nc3c(c2NC(=O)c2ccc(Br)o2)CSC3)c(C)c1,-11.8%,-15.3%,-9.1%,i,-0.6%,40.6%,-4.8,i,0.0%
Cc1ccc(NC(=O)CN(C)CC(=O)Nc2ccc(N3CCOCC3)cc2)c([N+](=O)[O-])c1,4.2%,23.5%,1.3%,i,-0.4%,13.2%,0.2,i,-4.5%
Cc1ccc(N2CC(C(=O)OCC(=O)NNC(=O)c3ccccc3)CC2=O)cc1 (stereo unspecified),6.1%,11.3%,0.9%,i,-1.6%,-46.1%,-2.3,i,-0.9%
Cc1ccc(CON=C2CCN(c3ncc(C(F)(F)F)cc3Cl)CC2)cc1,-16.5%,1.4%,2.7%,-111.6%*,-0.2%,-9.3%,-1.8,i,14.6%
